Myeloid diff 2: promotes myeloid progenitor differentiation. AID 624256. ER-HoxA9 myeloid progenitors, lysozyme-GFP differentiation, flow cytometry. 360,000 compounds, 1% hits. calls only at 10 µM;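 active means normalized GFP-positive differentiation at or above the plate's own cutoff, the solvent-only control mean plus 3 SD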;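 further: cells exposed to compound for four days before flow analysis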
HIV fusion peptide: inhibitors of HIV fusion peptide binding, primary screen, biochemical, uHTS, fluorescence dequenching (AID 1986); cell-free peptide binding, fluorescence dequenching, 30 min; higher % means a stronger effect; inhibition, % at 20 µM, or IC50 in µM where a hit was titrated; 290,000 compounds, 0.3% hits; in the data active means inhibition mostly above about 52%, no sharp cut-off; inactive means mostly below about 76%; further: some results filed as inactive read as strong as hits
Rac1 GTP hydrolysis: MgcRacGAP GTPase-activating activity inhibitors, confirmation, biochemical, ADP Hunter fluorescence; MgcRacGAP-stimulated Rac1 GTP hydrolysis, ADP Hunter fluorescence; higher % means a stronger effect; GST-tagged Rac1 F28L mutant substrate; inhibition, % at 30 µM; hits with a dose series show IC50 in µM; 340,000 compounds, 0.6% hits; AID 624330;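 active means first-screen hits whose inhibition reached a set limit at any dose in the follow-up dose series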;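 further: fluorescence reports GDP produced by GAP-driven GTP hydrolysis; strong numbers were not always called active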
Salmonella PhoP GFP: inhibitors of PhoP regulon expression, primary screen, Salmonella Typhimurium, GFP reporter (AID 1863) | inhibition, % at 50 µM, or IC50 in µM where a hit was titrated | 300,000 compounds, 0.16% hits | S. Typhimurium PhoP-regulated promoter GFP reporter, 4 h; higher % means a stronger effect;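 active means inhibition over 29.93%, a cutoff 3 SD above the screen mean, later confirmed by dose response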;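 further: 0% = low Mg2+ inducing control and 100% = high Mg2+ repressing control; strong numbers were not always called active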
Siah-1 displacement: blockers of Siah-1 interaction with plectin peptide – biochemical, fluorescence polarization, rhodamine-plectin, uHTS, primary screen (AID 1817); Siah-1 / rhodamine-plectin peptide fluorescence polarization; higher % means a stronger effect; displacement, % at 20 µM, or IC50 in µM where a hit was titrated; 290,000 compounds, 0.02% hits;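 active means displacement of at least 50% at 20 µM, with a fluorescence ratio check between 0.3 and a set limit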;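 further: plate controls were Siah plus tracer with DMSO for no effect and tracer alone without Siah for full effect; strong numbers were not always called active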
NTR1 agonist: NTR1-driven beta-arrestin-GFP spot formation – imaging, U2OS cells, high content, primary screen (AID 493036). P30989. agonist mode. activation, % at 20 µM. 330,000 compounds, 0.17% hits;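 active means activation at or above 40% of the spot to cytoplasm intensity ratio, with at least 20 cells analyzed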;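 further: 0% = DMSO without peptide and 100% = 100 nM NTR1 peptide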
Target sequence (P30989 whole entry, looked up): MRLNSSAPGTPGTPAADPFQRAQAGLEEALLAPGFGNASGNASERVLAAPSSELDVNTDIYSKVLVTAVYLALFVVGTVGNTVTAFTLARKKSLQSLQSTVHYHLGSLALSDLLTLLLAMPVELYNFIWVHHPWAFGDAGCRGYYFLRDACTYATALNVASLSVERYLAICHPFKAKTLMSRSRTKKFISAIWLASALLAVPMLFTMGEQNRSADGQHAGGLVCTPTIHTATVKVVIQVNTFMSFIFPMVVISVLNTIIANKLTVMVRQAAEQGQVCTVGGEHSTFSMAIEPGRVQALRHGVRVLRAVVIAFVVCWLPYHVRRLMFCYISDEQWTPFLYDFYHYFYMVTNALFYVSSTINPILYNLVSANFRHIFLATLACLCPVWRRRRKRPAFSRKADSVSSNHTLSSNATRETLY
LYP phosphatase: PTPN22 lymphoid phosphatase activity blockers – biochemical, fluorescence intensity, uHTS (AID 1779); recombinant LYP phosphatase, fluorescence intensity; higher % means a stronger effect; 290,000 compounds, 0.054% hits; inhibition, % at 11.5 µM; hits with a dose series show IC50 in µM; in the data active means inhibition above about 50%;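 further: plate controls were vehicle with enzyme for no effect and no enzyme for full effect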
GPR55 LPI antagonism: inhibition of LPI-stimulated GPR55 beta-arrestin translocation – imaging, U2OS, beta-arrestin-GFP, LPI agonist, primary screen (AID 2013); U2OS GPR55 beta-arrestin-GFP translocation imaging, LPI antagonism; higher % means a stronger effect; one-dose inhibition, % at 10 µM; IC50 in µM for titrated hits; 290,000 compounds, 0.13% hits;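 active means spots per cell inhibited over 60%, with over 100 cells counted and total cytoplasm intensity under 500,000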;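 further: U2OS cells stably carrying GPR55 and arrestin-GFP stimulated by 5 µM LPI near EC80; imaged beta-arrestin-GFP aggregate spots per cell after agonist stimulation; plate controls were LPI-stimulated DMSO wells for no effect and DMSO wells without LPI for full effect; some results filed as inactive read as strong as hits; confirmed hits need IC50 under 10 µM and bright autofluorescent wells are also inconclusive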
GPR35 antagonists: GPR35 antagonists blocking zaprinast-driven arrestin recruitment, primary screen, imaging, U2OS, beta-arrestin-GFP, zaprinast agonist (AID 2058); U2OS GPR35 beta-arrestin-GFP translocation imaging, zaprinast antagonism; higher % means a stronger effect; inhibition, % at 10 µM, or IC50 in µM where a hit was titrated; 290,000 compounds, 0.052% hits;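 active means inhibition of at least 50% with at least 30 cells and total cytoplasm GFP at most 10,000,000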
NTR1 agonist cell count 20 µM: second read-out of NTR1 agonist, no call of its own (marks repeat the call); cell count; measured here: cell count, cytotoxicity flag
Myeloid diff 2 GFP+ MAC1+ %: further read-out of Myeloid diff 2, marked with its call; GFP+ MAC1+ double positive, %; measured here: differentiation confirmed by MAC1 staining
* marks the source's active call; other numbers are inactive results; i = inactive; . = not tested or not shown.

The line under a structure holds: Myeloid diff 2, Myeloid diff 2 GFP+ MAC1+ %, HIV fusion peptide, Rac1 GTP hydrolysis, Salmonella PhoP GFP, Siah-1 displacement, NTR1 agonist, NTR1 agonist cell count 20 µM, LYP phosphatase, GPR55 LPI antagonism, GPR35 antagonists
CCCN1CNC(=S)N(CC2CCCO2)C1 (configuration not stated)
 : i, 0.0, 4.6%, 10.2%, -13.4%, -2.8%, 0.6, 61, -8.6%, 3.5%, -5.6%
O=C(Cc1csc(Nc2nc(=S)[nH]c3ccccc23)n1)N1CCN(c2cccc(Cl)c2)CC1
 : i, 0.1, 1.1%, 13.1%, 4.5%, -6.7%, 9.5, 65, 0.2%, 11.0%, -13.3%
CN1CCC(OC(=O)c2cccc(Cl)c2)CC1
 : i, 0.5, 1.9%, 10.1%, -1.8%, -1.5%, 0.1, 72, -1.0%, 2.3%, 2.3%
O=c1oc(-c2ccco2)nc2c1cnn2-c1ccccc1
 : i, 1.4, -0.1%, 7.9%, 3.9%, 2.7%, 3.1, 47, -1.7%, 5.9%, 4.1%
Cc1c(Cl)c([N+](=O)[O-])nn1CC(=O)NCc1ccco1
 : i, 0.8, -2.1%, 7.8%, 3.4%, 3.5%, -0.4, 44, -8.3%, 18.0%, 9.6%
CC(OC(=O)/C=C/c1cccc(C(F)(F)F)c1)C(=O)NC1CCCCC1C (configuration not stated)
 : i, 0.4, ., 0.3%, -3.3%, ., 0.4, 59, ., ., .
Cc1ccc(NC(=O)CN2CCN(Cc3ccccc3)CC2)cc1F
 : i, 2.3, 0.5%, 6.5%, -0.1%, -2.0%, 0.5, 44, -7.2%, -0.9%, -20.1%
Nc1nncn1C(=O)CCCN1C(=O)c2ccccc2C1=O
 : i, 0.7, -1.6%, 2.9%, -1.0%, -0.4%, -1.1, 72, -5.5%, -1.8%, 0.2%
O=C(COc1ccc(Cl)cc1)Nc1ccc2oc(=O)ccc2c1
 : i, 4.6, 2.4%, 4.1%, -3.4%, 7.4%, 0.5, 53, -1.7%, -3.9%, -9.0%
CCOc1cc(C(=S)N2CCOCC2)ccc1OC(=O)c1cccc(C)c1
 : i, 0.3, -2.2%, 1.4%, 5.3%, 3.7%, 7.6, 67, -6.7%, 3.5%, -12.9%
Cc1csc2nc(NC(=O)c3ccccc3)sc(=O)c12
 : i, 0.3, 0.1%, ., -1.3%, 26.4%, 0.8, 66, -4.4%, 15.2%, -12.1%
O=C1C(c2ccc(F)cc2)N(C2CCCCC2)C(=O)CN1C1CCCC1 (configuration not stated)
 : i, 5.9, -1.8%, 8.6%, 5.3%, 3.4%, 0.2, 72, -6.3%, 18.7%, -5.8%
O=C(NCc1ccccc1)c1ccc(S(=O)(=O)C(F)F)cc1
 : i, 2.0, -1.2%, 0.1%, 21.3%, -2.0%, -4.2, 92, -9.9%, -4.0%, -4.0%
CCOC(=O)c1ccc(NC(=O)C2COc3ccccc3O2)cc1 (configuration not stated)
 : i, 0.3, -1.8%, 8.1%, 3.6%, 6.2%, 0.5, 63, -4.8%, -3.8%, 1.4%
COc1ccc2c(CCNC(N)=S)c[nH]c2c1
 : i, 0.8, -3.5%, 16.6%, 2.7%, -7.3%, 1.2, 63, -7.5%, -4.4%, -18.3%
CCc1n(CC(O)COCc2ccccc2)c2ccccc2[n+]1C (configuration not stated)
 : i, 1.2, -0.2%, 6.1%, -6.9%, -1.9%, 0.3, 40, -4.1%, -9.5%, -4.9%
Cc1ccc(NC(=O)NCCc2ccc(S(N)(=O)=O)cc2)cc1
 : i, 1.1, -0.1%, 2.3%, 8.7%, 1.9%, -0.2, 53, -7.7%, 4.2%, 7.0%
Cc1cc(=O)n(CCCc2ccccc2)[nH]1
 : i, 1.7, ., -1.5%, 5.0%, ., -6.0, 94, ., ., .
Cc1cc(C)n(CCC(=O)N2CCN(S(=O)(=O)c3ccc(C)c(C)c3)CC2)n1
 : i, 0.5, 0.8%, 7.0%, -1.4%, -0.5%, -1.0, 45, -4.8%, 3.5%, 8.5%
Fc1ccc(-c2csc(Nc3ccccn3)n2)c(F)c1
 : i, 0.9, 1.0%, 9.8%, -3.1%, 3.4%, 4.6, 45, -2.6%, -4.1%, -14.6%
O=C(Nc1cccc(S(=O)(=O)N2CCOCC2)c1)C1CCCN(C(=O)c2ccc(Cl)cc2)C1 (configuration not stated)
 : i, 0.4, 1.1%, 10.8%, ., 11.1%, 3.4, 42, -6.7%, 1.7%, -4.2%
Cc1cc(C)cc(NC2=NCC(=O)N2Cc2ccccc2)c1
 : i, 1.0, 2.2%, 3.6%, -3.3%, 0.5%, -0.6, 84, -8.2%, 5.0%, 14.4%
O=C(Nc1ccc(F)c(F)c1)C1CCCN1S(=O)(=O)c1ccc(F)cc1 (configuration not stated)
 : i, 0.4, -0.3%, 9.7%, -4.5%, 1.5%, -1.2, 63, -7.3%, 7.9%, -0.7%
Cc1ccc(-c2cc(C(=O)N3CCC(C)CC3)c3ccccc3n2)cc1
 : i, 1.1, 0.7%, 1.4%, -1.4%, 4.2%, 1.9, 46, -1.6%, -4.6%, 10.2%
C#CCOCCOCCOCCNc1nc(N2CCN(C(=O)[C@H](Cc3ccc(O)cc3)n3cc(CCO)nn3)CC2)nc(N2CCN(C(=O)[C@H](Cc3ccc(O)cc3)n3cc(CCO)nn3)CC2)n1
 : ., ., 0.2%, ., -3.5%, 38.1%, -0.4, 84, -2.5%, 9.3%, 10.3%
Cc1nc2ccccc2n1C1CC(=O)N(N(C)C)C1=O (configuration not stated)
 : i, 7.4, 1.4%, 10.7%, 2.5%, 2.1%, 1.0, 38, -6.3%, 4.3%, -12.1%
CCc1nnc(NC(=O)CSc2nnc(-c3ccco3)n2C)s1
 : i, 0.3, 0.4%, 4.8%, 3.3%, 7.3%, -1.3, 58, -2.9%, -8.2%, -6.4%
Cc1ccc(C2=NS(=O)(=O)N(C)C(C(=O)NC3CCCC3)=C2)cc1
 : i, 3.4, -1.0%, -0.1%, ., 2.6%, -0.7, 58, -10.0%, -11.4%, -10.0%
Cc1cccc(N2C(=N)SCC2=O)c1C
 : i, 0.1, -1.8%, 6.0%, 0.9%, -1.6%, 1.1, 78, -6.1%, 9.6%, -5.1%
COc1ccc(C2NC(=O)NC3=C2CCc2ccccc23)cc1 (configuration not stated)
 : i, 1.2, -1.2%, 5.8%, 0.8%, -0.8%, 0.9, 61, -8.2%, 0.4%, 2.9%
O=C(Cc1cccs1)N1CCN(S(=O)(=O)c2cc(Cl)ccc2Cl)CC1
 : i, 0.3, ., 1.4%, -4.6%, ., 0.0, 63, ., ., .
COc1ccc2sc(NC(=O)c3ccco3)nc2c1
 : i, 6.2, -0.2%, 14.1%, -13.7%, 2.9%, -1.2, 40, -3.0%, 8.1%, -14.3%
FC(F)(F)c1cc(C(F)(F)F)c2ccc(N3CCN(c4ccc(Cl)cc4)CC3)nc2n1
 : i, 0.9, -4.7%, 4.5%, 7.8%, -0.7%, 7.9, 79, -2.9%, 6.6%, -13.1%
Cc1nn2c(=O)cc(COC(=O)c3ccc(NC(=O)C(C)(C)C)cc3)nc2s1
 : i, 4.2, -1.7%, 4.0%, 0.8%, -0.4%, 1.5, 56, -12.2%, 15.4%, -1.3%
O=C(NC(=S)Nc1ccccc1N1CCOCC1)c1ccc(-c2ccccc2F)o1
 : i, 0.4, 1.9%, 11.8%, -12.9%, 5.0%, 4.4, 62, 0.7%, 17.7%, 19.8%
CC1=Nc2cc(C(=O)N3CCCC3)ccc2Sc2ccc(C)cc21
 : i, 0.6, 1.3%, 13.0%, -6.5%, -1.0%, 0.2, 56, 1.4%, 0.9%, 49.9%
CC1(C)CC(=O)C2=C(C1)NC1=C(C(=O)c3ccccc31)C2c1cc([N+](=O)[O-])ccc1O (configuration not stated)
 : i, 0.0, -2.9%, 9.7%, -8.3%, 6.2%, 6.6, 58, -1.4%, 21.0%, 1.5%
Cc1cc(C)n(CC(=O)n2c(C)c(C)c3ccccc32)n1
 : i, 1.0, 5.1%, 6.4%, -2.8%, 6.6%, 1.5, 58, -1.4%, 3.5%, -7.5%
COc1ccc(C2c3c(ccc4ccccc34)Oc3ncn4nc(CO/N=C/c5ccccc5)nc4c32)cc1 (configuration not stated)
 : i, 1.0, -0.5%, 4.7%, -1.5%, 0.8%, 2.9, 79, -4.7%, 12.7%, -1.8%
CN1C(=O)c2ccc(S(=O)(=O)c3ccc(C(=O)O)cc3)cc2C1=O
 : ., ., -1.5%, -2.9%, 3.5%, 3.5%, -0.1, 65, -2.2%, 2.4%, -6.0%
O=C(Cn1cc([N+](=O)[O-])ccc1=O)N1CCCc2ccccc21
 : i, 0.4, ., 5.9%, 1.8%, ., -0.5, 50, ., ., .
COc1ccc(/C=C/C(=O)NCC(=O)N/N=C/c2cccnc2)cc1
 : i, 0.3, 2.8%, 11.7%, 1.0%, 0.1%, 1.5, 42, -2.4%, 6.7%, 0.3%
Cc1cc(N2CCC(C)CC2)nc(-c2ccccc2O)n1
 : i, 0.4, -0.5%, -9.7%, -4.1%, 8.9%, 5.6, 62, -1.2%, 0.0%, -6.2%
CC(C)OC(=O)CN1C(=O)c2ccccc2C1=O
 : i, 0.6, -3.2%, 13.8%, -1.6%, -3.0%, 1.2, 45, -8.3%, 8.9%, 2.0%
C/C(=N\NC(=O)c1nnn(-c2nonc2N)c1-c1ccccc1)c1cccnc1
 : i, 0.5, 0.4%, -0.5%, -5.0%, 15.3%, -0.9, 69, -4.5%, 9.6%, -5.1%
COc1ccccc1/C=C/CN1CCCC(CCC(=O)NCc2ccccc2F)C1 (configuration not stated)
 : i, 0.6, 2.2%, -2.7%, 2.0%, -3.8%, 0.2, 70, -5.0%, 25.1%, -3.3%
CCOC(=O)c1nc(-c2ccccc2)sc1C(C)=O
 : i, 1.0, -1.3%, -0.6%, -0.6%, 8.5%, 1.5, 41, -6.5%, -5.8%, 11.5%

Screening data: PubChem BioAssay, several laboratories
